TCR activator = T cell receptor activation | 330,000 tested, under 10 active | Potency, µM (titrated, usually from 9.22 µM), for inactives: at the highest dose activation of IL-2 secretion, hits mostly activators | primary human leukocytes, anti-CD3, IL-2 HTRF, 48 h; further: % of control where 0% means no effect
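Primary human leukocytes receive a-CD3 beads and test compound and are incubated 48 hr. Secreted IL-2 is then assayed by HTRF, measuring 665nm acceptor emission after 320nm excitation of the europium donor.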
ELG1 repair inh = inhibitors of ELG1-dependent DNA repair in HEK293T cells; HEK293T ELG1-luciferase reporter, luminescence, 16 h; DNA damage induced by 5-fluorouridine; Potency, µM (titrated, usually from 46.1 µM), for inactives: at the top dose activity change, negative = inhibition, actives largely listed as inhibitors; 2.3% of 330,000 active; further: potency means the concentration at half of the fitted maximal effect; on the % scale 0 is the no-effect control and ±100 the full control effect; nearly all actives have a fitted effect of over 55% in size
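Quantitative HTS, concentration-response format. 2,000 cells/well co-treated with 5-fluorouridine and compound, 16 hr in 5% CO2 at 37 °C; ONE-Glo luminescence read after 30 min.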
B2AR arrestin = beta2AR (human) beta-arrestin recruitment activity; P07550; beta-arrestin recruitment to beta2AR, cell-based reporter; Potency, µM (titrated, usually from 46.1 µM), inactives show at the top dose activation, usual class: activators; 0.02% of 330,000 active;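 further: potency means the concentration at half of the fitted maximal effect; 0% = DMSO controls and full agonism = EC100 isoproterenol or metaproterenol; nearly all actives have a fitted effect of over 65% in size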
Target sequence (P07550 whole entry, looked up): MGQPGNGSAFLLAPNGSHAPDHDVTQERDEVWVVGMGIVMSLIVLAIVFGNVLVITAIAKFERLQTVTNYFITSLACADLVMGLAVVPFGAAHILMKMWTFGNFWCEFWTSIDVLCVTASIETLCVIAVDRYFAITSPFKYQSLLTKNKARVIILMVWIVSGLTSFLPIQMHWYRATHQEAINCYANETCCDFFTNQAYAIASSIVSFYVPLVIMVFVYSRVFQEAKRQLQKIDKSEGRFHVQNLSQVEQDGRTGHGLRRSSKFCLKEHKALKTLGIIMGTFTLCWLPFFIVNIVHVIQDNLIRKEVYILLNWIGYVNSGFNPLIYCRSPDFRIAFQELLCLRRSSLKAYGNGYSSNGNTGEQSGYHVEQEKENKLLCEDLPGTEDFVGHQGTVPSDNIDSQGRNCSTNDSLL
a7 integrin act = activators of alpha7 integrin expression for muscular dystrophy; alpha7betagal myoblasts, beta-gal FDG fluorescence, 48 h; Potency, µM (doses to about 38.3 µM), for inactives: top-dose activation, most hits filed as activators; 0.064% of 350,000 active;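 further: potency means the concentration at half of the fitted maximal effect; 100% = response of the positive control SU9516; nearly all actives have a fitted effect of over 60% in size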
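alpha7betagal+/- myoblasts (passage 13, 250/well) treated 48 h at 37C with compounds at 1:260 dilution of DMSO stock. Lysed, then beta-galactosidase activity read as FDG fluorescence (ex 480/em 540) after 30 min, with pre-read for autofluorescence.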
PTAP TSG101 blk = blocks PTAP/TSG101 interaction to inhibit HIV-1 budding. Potency, µM (series often up to 115 µM), for the others: at the highest dose activity change, negative = inhibition, most hits filed as inhibitors. 340,000 tested, under 10 active. AID 493005. Fluorescence polarization, FITC-PTAP peptide / Tsg101 binding; active means well fitted inhibition curve with a large enough effect in the main read-out, with a control signal flat, not every such curve was filed as active; inconclusive means small, poorly fitted or top-dose-only effect, or effect the other way, or a change in a side signal; inactive means no such curve, though single readings can be large or run the other way; further: potency means the concentration at half of the fitted maximal effect; % of control where 0% means no effect
Target sequence (Q99816 whole entry, looked up): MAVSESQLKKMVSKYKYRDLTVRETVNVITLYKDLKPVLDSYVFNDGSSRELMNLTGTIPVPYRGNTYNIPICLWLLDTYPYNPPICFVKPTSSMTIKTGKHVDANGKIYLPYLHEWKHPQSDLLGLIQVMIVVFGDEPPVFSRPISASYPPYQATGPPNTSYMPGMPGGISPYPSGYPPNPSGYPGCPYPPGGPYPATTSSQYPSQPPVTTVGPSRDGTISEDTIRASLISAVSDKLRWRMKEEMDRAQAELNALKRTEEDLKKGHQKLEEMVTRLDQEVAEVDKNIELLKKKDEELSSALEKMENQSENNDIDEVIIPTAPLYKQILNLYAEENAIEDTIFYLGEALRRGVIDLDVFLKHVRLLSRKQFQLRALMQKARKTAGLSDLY
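FP read-out: FITC-PTAP peptide, 50 nM final, binding Tsg101 binding domain, 10 uM final; 20 min, r.t.; 10 mM HEPES pH 7.5, 0.15 M NaCl, 0.01% Tween 20, 3 mM EDTA, 0.1 mM TCEP.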
CXXC DNA block = blocks binding of human MLL CXXC domain to DNA; Q03164; 0.037% of 290,000 active; Potency, µM (top dose mostly 115 µM), without a hit: at the top dose activity change, negative = inhibition, actives largely listed as inhibitors; MLL-CXXC / FITC-HOXA9 DNA fluorescence polarization; active means well fitted inhibition curve with a large enough effect in the polarisation, with a control signal flat, not every such curve was filed as active; inconclusive means small, poorly fitted or top-dose-only effect, or effect the other way, or a change in a side signal; inactive means no such curve, though single readings can be large or run the other way; the % refers to the polarisation; further: potency means the concentration at half of the fitted maximal effect
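Purified MLL-CXXC (added from a 7 uM solution) was preincubated 5 min at ambient with pinned compounds in 50 mM Tris-HCl pH 7.5, 50 mM NaCl, 1 mM DTT, 0.05% BSA. Fluorescein-labeled HOX-A9 DNA (50 nM solution) followed, 30 min, then polarization read.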
BRCA1 expr up = BRCA1 expression activation; MCF7-BRCA1-FFLuc reporter, luminescence, 48 h; response scale: scaled: vehicle 0%, 10 µM genistein 100%; Potency, µM (titrated, usually from 46.1 µM), inactives show top-dose activation, hits mostly activators; 1.1% of 380,000 active; AID 624202; further: potency means the concentration at half of the fitted maximal effect; nearly all actives have a fitted effect of over 80% in size; some results filed as inactive show a strong effect at the top dose
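Luminescence from a BRCA1-driven firefly luciferase in MCF7 cells was the read-out, taken 15 min after substrate addition following 48 h compound exposure at 37 °C. Data were normalized to a 10 microM genistein control and DMSO vehicle.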
p53 reactivator = mutant p53 re-activation in reporter cells | H1299 p53-A138V BP100-luciferase reporter, luminescence, 24 h | Potency, µM (doses to about 92.2 µM), without a hit: top-dose activity change, positive = activation, most hits filed as activators | 0.063% of 320,000 active; further: potency means the concentration at half of the fitted maximal effect; % of control where 0% means no effect; nearly all actives have a fitted effect of over 45% in size
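p53-null H1299 cells stably carrying temperature-sensitive p53-A138V and a BP100-luciferase reporter were pinned with compounds (4-point, 1:5 series) and held 24 hrs at 37 deg C. Luminescence was read 10 min after detection reagent.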
TRPV1 agonist = agonists of human vanilloid receptor 1 (TRPV1) | Q8NER1 | TRPV1-expressing cells, Fluo-8 calcium influx, agonist mode | activation, % at 8.33 µM | 0.19% of 320,000 active | AID 540275; in the data active means activation above about 80%; inconclusive means between about 30% and that limit; further: 0% is about no effect
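Cells expressing TRPV1 were dye-loaded with Fluo-8 and read kinetically: 10 s baseline, 3 min after compound (agonist portion), then 2 min after EC20 capsaicin (allosteric enhancer portion). Calcium-bound dye fluorescence at 480/520 nm.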
AT treatment = potential ataxia-telangiectasia treatment. […] A-T fibroblasts, KAP-1 phosphorylation AlphaLISA; neocarzinostatin DNA damage 30 min before lysis. Potency, µM (highest dose often 57.5 µM), for inactives: at the top dose activation, usual class: activators. 0.19% of 320,000 active. AID 485349; further: potency means the concentration at half of the fitted maximal effect; % of control where 0% means no effect; nearly all actives have a fitted effect of over 45% in size
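ATM-like activity read as KAP-1 phosphorylation via AlphaLISA donor/acceptor antibody pairs after lysis and 6 hr at 25C. Cells were ATM-null patient fibroblasts ([…], hTERT), dosed 60 min, then exposed to the DSB inducer NCS for 30 min.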
The depositor's hits bear a star; & = joins results of further samples; [ ] = remark or other dose. Unless noted, the call rests on the fitted dose curve; in most records, active means well fitted curve in the direction sought with a large enough effect; inconclusive means small, poorly fitted or top-dose-only effect, or another doubt; inactive means no such curve, though single readings can be large; an effect the other way counts as inactive or inconclusive.

What do the screens show for `NS(=O)(=O)c1ccc2nc(NC(=O)c3ccc4ncsc4c3)sc2c1`?
ELG1 repair inh: 15%; B2AR arrestin: -0.5%; a7 integrin act: -14%; PTAP TSG101 blk: -3%; CXXC DNA block: 12%; BRCA1 expr up: 38%; p53 reactivator: -1%; TRPV1 agonist: 9; AT treatment: 6%

How did O=C(CCN1C(=O)/C(=C\c2cccs2)SC1=S)Nc1nccs1 do in these assays?
TCR activator: -1%[46.1 µM]; ELG1 repair inh: 13%; B2AR arrestin: -0.4%; a7 integrin act: -9%; PTAP TSG101 blk: inconclusive; CXXC DNA block: 8%; BRCA1 expr up: -10%; p53 reactivator: 3%; TRPV1 agonist: 1; AT treatment: 1%

How did CN(C)/C=N/c1c(C#N)cnn1-c1ccc(C(F)(F)F)cn1 do in these assays?
TCR activator: -1%; ELG1 repair inh: 0%; B2AR arrestin: 0.0%; a7 integrin act: 8%; PTAP TSG101 blk: -5%; CXXC DNA block: 6%; BRCA1 expr up: 20%; p53 reactivator: 2%; TRPV1 agonist: 0; AT treatment: -1%

Results for Nc1ccc(S(=O)(=O)NC(=O)c2ccccc2)cc1 ?
TCR activator: 10%; ELG1 repair inh: 4%; B2AR arrestin: -0.6%; PTAP TSG101 blk: -7%; CXXC DNA block: -1%; BRCA1 expr up: 2%; p53 reactivator: 1%; TRPV1 agonist: 1; AT treatment: 14%

How did CCC(Sc1nc2n[nH]c(C)c2c(=N)n1-c1cccc(Cl)c1C)C(=O)N(CC)CC (centres undefined) do in these assays?
TCR activator: -6%; ELG1 repair inh: inconclusive; B2AR arrestin: 0.1%; a7 integrin act: 18%[7.66 µM]; PTAP TSG101 blk: -24%; CXXC DNA block: 2%; BRCA1 expr up: -47%; p53 reactivator: -37%[inhibitor]; TRPV1 agonist: -9; AT treatment: 4%

What do the screens show for `Cc1ccc(-c2nc3ccccn3c2NCc2ccc3c(c2)OCO3)cc1`?
TCR activator: 0%; ELG1 repair inh: inconclusive; B2AR arrestin: 0.1%; a7 integrin act: -11%; PTAP TSG101 blk: -1%; CXXC DNA block: 2%; BRCA1 expr up: 47%; p53 reactivator: 10%; TRPV1 agonist: 2; AT treatment: 6%

How did CC(C)/C=C1\CCc2c([nH]c3ccccc23)C1=O do in these assays?
TCR activator: 0%; ELG1 repair inh: 17%; B2AR arrestin: -0.6%; a7 integrin act: -28%; PTAP TSG101 blk: 1%; CXXC DNA block: -3%; BRCA1 expr up: 14%; p53 reactivator: 10%; TRPV1 agonist: -3; AT treatment: 0%

What do the screens show for `COc1ccc(OC)c(NC(=O)CN2C(=O)C(=O)N(Cc3ccccc3)C2=O)c1`?
TCR activator: 2%; ELG1 repair inh: 15%; B2AR arrestin: 0.0%; a7 integrin act: 0%; PTAP TSG101 blk: 0%; BRCA1 expr up: 12%; p53 reactivator: 3%; TRPV1 agonist: 15; AT treatment: 0%

How did COC(=O)c1cccc(-n2[nH]nnc2=S)c1 do in these assays?
ELG1 repair inh: 4%; B2AR arrestin: -0.1%; a7 integrin act: 30%; PTAP TSG101 blk: -5%; CXXC DNA block: -4%; BRCA1 expr up: 9%; p53 reactivator: -4%; TRPV1 agonist: -2; AT treatment: -3%

What do the screens show for `CN1CC(=O)N2C(c3ccc(Cl)cc3)c3[nH]c4ccccc4c3C[C@H]2C1=O` (some centres undefined)?
TCR activator: -7%; ELG1 repair inh: -18%; B2AR arrestin: 0.3%; a7 integrin act: -76%[inhibitor]; PTAP TSG101 blk: -1%; CXXC DNA block: inconclusive; BRCA1 expr up: -26%; p53 reactivator: -1%; TRPV1 agonist: 5; AT treatment: -7%

What do the screens show for `COc1ccc(NC(=O)CN2C(=O)NC(CC(C)C)C2=O)cc1S(=O)(=O)N1CCOCC1` (centres undefined)?
TCR activator: 10%; ELG1 repair inh: 6%; B2AR arrestin: 0.0%; a7 integrin act: 28%; PTAP TSG101 blk: -3%; BRCA1 expr up: -5%; p53 reactivator: 15%; TRPV1 agonist: -2; AT treatment: -3%

What do the screens show for `Cc1ccc(S(=O)(=O)NC2=C(N3CCN(c4ccccc4F)CC3)C(=O)c3ccccc3C2=O)cc1`?
TCR activator: 1%&3%; ELG1 repair inh: -2%; B2AR arrestin: 0.1%; a7 integrin act: 24%&18%; PTAP TSG101 blk: -1%&3%; CXXC DNA block: -10%; BRCA1 expr up: -47%&-8%; p53 reactivator: 1%; TRPV1 agonist: 3; AT treatment: 2%

What do the screens show for `O=C(CSc1cc(Cl)ccc1Cl)NC1CC1`?
TCR activator: -2%; ELG1 repair inh: 7%; B2AR arrestin: 0.1%; a7 integrin act: -13%; PTAP TSG101 blk: 1%; BRCA1 expr up: 1%; p53 reactivator: -7%; TRPV1 agonist: 4; AT treatment: 3%

What do the screens show for `COc1ccc(N=C2SC(CC(=O)Nc3cccc(Cl)c3)C(=O)N2Cc2ccco2)cc1` (centres undefined)?
TCR activator: 0%[46.1 µM]; ELG1 repair inh: inconclusive; B2AR arrestin: 0.4%; a7 integrin act: -32%; PTAP TSG101 blk: -4%; CXXC DNA block: 6%; BRCA1 expr up: -91%; p53 reactivator: 3%; TRPV1 agonist: 17; AT treatment: -5%

Results for CCOc1ccc(/C=C/C(O)=C2/C(=O)NC3(C)CC2c2ccccc2O3)cc1OC (centres undefined) ?
TCR activator: 3%; ELG1 repair inh: inconclusive; B2AR arrestin: -0.7%; a7 integrin act: -44%[inhibitor]; PTAP TSG101 blk: 0%; CXXC DNA block: -1%; BRCA1 expr up: -20%; p53 reactivator: -1%; TRPV1 agonist: 9; AT treatment: 0%

How did CN(CCO)c1nc(N)c2c(N)nc3c(c2c1C#N)CC(=O)N3C1CCCC1 do in these assays?
ELG1 repair inh: 0%; B2AR arrestin: -0.2%; CXXC DNA block: 7%; p53 reactivator: -2%; TRPV1 agonist: 6; AT treatment: 2%

How did CCOc1cc(/C=C2\CN(C)C/C(=C\c3ccc(O)c(OCC)c3)C2=O)ccc1O do in these assays?
TCR activator: 3%; ELG1 repair inh: 23µM*; B2AR arrestin: -0.1%; a7 integrin act: -53%[inhibitor]; PTAP TSG101 blk: -3%; CXXC DNA block: inconclusive; BRCA1 expr up: -74%; p53 reactivator: -15%; TRPV1 agonist: -2; AT treatment: 7%

Results for CN(CC(=O)Nc1ccc(OC(F)(F)F)cc1)C(=O)Cc1c(Cl)cccc1Cl ?
TCR activator: -1%; ELG1 repair inh: 0%; B2AR arrestin: -0.7%; a7 integrin act: 17%; PTAP TSG101 blk: 2%; CXXC DNA block: 6%; BRCA1 expr up: -17%; p53 reactivator: 1%; TRPV1 agonist: 2; AT treatment: -7%

How did CN(C)C(=O)COC(=O)c1ccccc1Sc1ccccc1C#N do in these assays?
TCR activator: -2%; ELG1 repair inh: 7%; B2AR arrestin: 0.5%; a7 integrin act: -15%; PTAP TSG101 blk: 0%; CXXC DNA block: 10%; BRCA1 expr up: -1%; p53 reactivator: -2%; TRPV1 agonist: -1; AT treatment: -6%

Results for c1ccc(-n2nnnc2SCc2cccc(CSc3nnnn3-c3ccccc3)n2)cc1 ?
TCR activator: 2%[46.1 µM]; ELG1 repair inh: inconclusive; B2AR arrestin: 0.1%; a7 integrin act: 9%; PTAP TSG101 blk: 3%; CXXC DNA block: -5%; BRCA1 expr up: -43%; p53 reactivator: -3%; TRPV1 agonist: -2; AT treatment: 0%

What do the screens show for `Cc1ccc(C(C(=O)NC2CCCC2)N(C(=O)CNC(=O)c2cccs2)c2cccnc2)o1` (centres undefined)?
TCR activator: -2%[46.1 µM]; ELG1 repair inh: -17%; B2AR arrestin: -0.2%; a7 integrin act: 24%; PTAP TSG101 blk: 0%; CXXC DNA block: -1%; BRCA1 expr up: -12%; p53 reactivator: -6%; TRPV1 agonist: 2

How did OCC[C@@H]1C[C@@H](O)[C@H](O)[C@]2(Cc3ccccc3CO2)O1 do in these assays?
TCR activator: -6%; ELG1 repair inh: inconclusive; B2AR arrestin: -0.2%; a7 integrin act: 5%; PTAP TSG101 blk: -3%; CXXC DNA block: 1%; BRCA1 expr up: -4%; TRPV1 agonist: -2; AT treatment: -7%

What do the screens show for `Cn1c(=O)c2[nH]c(-c3ccc(S(=O)(=O)O)cc3)nc2n(C)c1=O`?
TCR activator: -7%; PTAP TSG101 blk: -3%; CXXC DNA block: -1%; BRCA1 expr up: -15%

How did COc1cc(C(=O)Nc2ccc(NC(=O)c3ccccc3)nc2)cc(OC)c1OC do in these assays?
TCR activator: 8%; ELG1 repair inh: inconclusive; B2AR arrestin: 0.3%; a7 integrin act: 2%; PTAP TSG101 blk: 0%; CXXC DNA block: 1%; BRCA1 expr up: 10%; p53 reactivator: -11%; TRPV1 agonist: 3; AT treatment: 2%

Compound activity (PubChem BioAssay)
